GALK inh – inhibits human galactokinase | P51570 | 44,000 tested, under 10 active | AID 1347072 | Potency, µM (top dose mostly 57.5 µM), inactives show top-dose activity, negative = inhibition, most hits filed as inhibitors | recombinant GALK, Kinase-Glo ATP luminescence, 1 h;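 further: plate controls were full GALK reaction for no effect and reaction lacking GALK for full effect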
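Luminescent ATP-depletion readout (Kinase-Glo Plus) after 1 h room-temperature incubation of human GALK (5 nM) with galactose 100 µM and ATP 35 µM, pH 8.0 HEPES/Mg2+ buffer; compounds tested in qHTS format.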
PTAP-TSG101 blk – inhibitors of HIV-1 PTAP binding to human TSG101, validation | Q99816 | Fluorescence polarization, FITC-PTAP peptide/Tsg101, 20 min | Potency, µM (doses to about 115 µM), for the others: at the top dose activity change, negative = inhibition, most hits filed as inhibitors | 44,000 tested, under 10 active | AID 1347069; further: potency means the concentration at half of the fitted maximal effect; 0% is about no effect
Target sequence (Q99816 whole entry, looked up): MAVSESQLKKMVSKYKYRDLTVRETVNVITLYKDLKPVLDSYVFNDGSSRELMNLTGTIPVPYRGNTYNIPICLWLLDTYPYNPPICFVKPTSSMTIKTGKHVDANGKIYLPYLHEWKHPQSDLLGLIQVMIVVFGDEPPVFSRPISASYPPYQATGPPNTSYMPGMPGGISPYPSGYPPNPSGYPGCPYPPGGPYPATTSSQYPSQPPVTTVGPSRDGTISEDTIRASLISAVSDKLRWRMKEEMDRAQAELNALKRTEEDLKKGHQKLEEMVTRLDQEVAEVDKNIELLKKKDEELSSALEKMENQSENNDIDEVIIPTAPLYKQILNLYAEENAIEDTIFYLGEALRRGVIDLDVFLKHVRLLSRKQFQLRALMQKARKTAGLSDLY
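qHTS FP binding, 20 min r.t.: 10 uM Tsg101 domain + 50 nM FITC-PTAP peptide, pH 7.5 HEPES buffer with TCEP and EDTA.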
B2AR arrestin ag – agonists recruiting beta-arrestin to human beta2-adrenergic receptor | P07550 | HTLA Tango cells, beta-arrestin recruitment, luciferase luminescence, 18 h | Potency, µM (series often up to 46.1 µM), without a hit: top-dose activation, hits mostly activators | 44,000 tested, under 10 active | AID 1347077;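 further: potency means the concentration at half of the fitted maximal effect; 0% = DMSO and full agonism = EC100 isoproterenol or metaproterenol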
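Luminescence read-out: arrestin recruitment to recombinant beta2-AR releases tTA, inducing luciferase. Cells exposed 18 hr at 37 degrees C to up to 46 microM compound; %Activity from corrected signal, concentration-response curves classified by r2, magnitude and efficacy.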
p53null 32C tox – kills p53 null cells at the permissive temperature | Potency, µM (top dose mostly 46.1 µM), inactives show at the highest dose activity change, negative = cytotoxicity, actives largely listed as cytotoxic | H1299-neo p53 null cells, ATP luminescence, 24 h, 32C | actives 0.62% (n = 55,000);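 further: potency means the concentration at half of the fitted maximal effect; 0% = DMSO only and -100% = full killing by 100 µM tamoxifen; nearly all actives have a fitted effect of over 55% in size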
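Overnight 37C seeding (600 cells/well) of H1299-neo preceded a 24 hr, 32C exposure to compounds up to 46 uM. ATP levels, read by luminescence after 20 min at RT, indicated surviving cells.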
FH mod – Identification of activators of human fumarate hydratase by quantitative high-throughput screening; Fumarate hydratase, mitochondrial (Homo sapiens), P07954; actives 0.22% (n = 54,000); Potency, µM (titrated, usually from 79.9 µM), for inactives: at the top dose activity change, negative = inhibition, hits mostly inhibitors; FH coupled MDH/diaphorase resazurin fluorescence, 15 min; further: potency means the concentration at half of the fitted maximal effect; on the % scale 0 is the no-effect control and ±100 the full control effect; the screen sought activators but most active calls are inhibition curves; nearly all actives have a fitted effect of over 45% in size
NTMT1 inh – inhibitors of human N-terminal methyltransferase NTMT1. NTMT1 MTase-Glo SAH luminescence, purified enzyme. AID 1645870. actives 2.5% (n = 59,000). Potency, µM (top dose mostly 114 µM), without a hit: at the top dose activity change, negative = inhibition, most hits filed as inhibitors. Q9BV86;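 further: potency means the concentration at half of the fitted maximal effect; plate controls were DMSO vehicle for no effect and no enzyme for full effect; nearly all actives have a fitted effect of over 65% in size; many of its hits are not listed in these tables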
Target sequence (Q9BV86 whole entry, looked up): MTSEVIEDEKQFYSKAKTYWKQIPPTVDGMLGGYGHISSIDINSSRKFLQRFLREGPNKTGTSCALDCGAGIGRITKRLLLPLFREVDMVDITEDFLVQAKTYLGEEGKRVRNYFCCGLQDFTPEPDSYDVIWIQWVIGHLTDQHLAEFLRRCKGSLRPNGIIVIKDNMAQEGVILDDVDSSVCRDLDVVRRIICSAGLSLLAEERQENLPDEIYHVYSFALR
p53null 39C kill – selectivity test: cytotoxicity in p53 null cells, nonpermissive temperature | H1299 p53-null (neo) cells, 39C, ATPlite viability, 24 h | Potency, µM (top dose mostly 46.1 µM), for the others: at the top dose activity, negative = cell killing, most hits filed as cytotoxic | actives 0.97% (n = 55,000);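 further: potency means the concentration at half of the fitted maximal effect; 0% = DMSO only and -100% = full killing by 100 µM tamoxifen; nearly all actives have a fitted effect of over 50% in size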
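Temperature-shift cytotoxicity format: compound titrations on p53-null or A138V-expressing H1299 cells held 24 hr at 39C, cell ATP then measured, AC50 from Hill model.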
Numbers without * were called inactive; ? = inconclusive; / = not tested or not shown; [ ] = another dose, or the depositor's remark. The call rests on the fitted dose curve; in most records, active means well fitted curve in the direction sought with a large enough effect; inconclusive means small, poorly fitted or top-dose-only effect, or another doubt; inactive means no such curve, though single readings can be large; an effect the other way counts as inactive or inconclusive. The list is partial; the hit share may differ from the screen's.

SMILES	NTMT1 inh	p53null 32C tox	FH mod	GALK inh	B2AR arrestin ag	PTAP-TSG101 blk	p53null 39C kill
COc1ccccc1C(=O)Nc1nc2n(n1)C(c1ccc(F)cc1)C=C(c1ccc(Cl)cc1)N2 (stereo unspecified)	17%	-4%	-5%	3%	-1%	-6%	-5%
COc1ccc(-c2csc3ncnc(Nc4cccc(F)c4)c23)cc1	?	2%	?	-2%	0%	1%	25%
Cc1ccc(CNC(C)c2ccccc2)s1 (stereo unspecified)	-1%	-30%	-2%	4%	0%	-4%	5%
Cc1ccc(CN(C(=O)COc2ccc(F)cc2)C2CCS(=O)(=O)C2)o1 (stereo unspecified)	-2%	-1%	-4%	5%	-1%	1%	6%
CCC1CN(C(=O)N2CCC(C(=O)NCCc3ccc(OC)cc3OC)CC2)c2cc(C)ccc2O1 (stereo unspecified)	-5%	7%	-11%	0%	0%	-2%	15%
COc1ccc(NC(=O)CSc2nc3nc(C)c(Cc4ccc(C)cc4)c(C)n3n2)cc1OC	-1%	-6%	-18%	0%	-1%	2%	11%
CCOC(=O)c1c(NC(=O)COc2ccc(Br)cc2)sc2c1CCCC2	-3%	-4%	-7%	1%	-1%	-1%	-3%
CS(=O)(=O)N(Cc1ccccc1)c1ccc(C(=O)Nc2ccc(Cl)cc2)cc1	10%	-3%	?	0%	-1%	4%	-20%
COc1ccc(NC(=O)c2ccco2)cc1NC(=O)C(C)Oc1ccc(Cl)cc1Cl (stereo unspecified)	-3%	4%[9.22 µM]	?	2%	-1%	-8%	41%[activator]
Cc1c(-c2nsc(NC(=O)c3cccc(Cl)c3)n2)nnn1-c1ccccc1C(F)(F)F	17%	?	-14%	1%	1%	1%	22%
Cc1cc(C)c2c(n1)sc1c(=O)n(-c3ccccc3C(F)(F)F)nnc12	14%	-1%[9.22 µM]	-6%	2%	6%	-3%	5%
CCOc1ccccc1C(=O)N(Cc1sccc1C)C1CCS(=O)(=O)C1 (stereo unspecified)	-1%	-2%	-1%	-10%	0%	0%	14%
CN(C)CCCn1c(-c2ccc(Cl)cc2)csc1=Nc1ccccc1	?	-12%	-3%	2%	0%	-1%	6%
COCCNC(=O)c1ccc2c(c1)N=C(C)c1cc(C)ccc1S2	-20%	14%	-3%	1%	0%	-2%	?
CCOC(=O)c1ccc(N2CCN(c3cc(C)ccc3C)CC2)c(NC(=O)Nc2ccccc2)c1	/	1%	/	-2%	2%	-3%	11%
CCCC(=O)NCC1(N(C)C)CCCCC1	-6%	3%	-13%	5%	-3%	1%	22%
COc1ccc(NC(=O)c2c(C)oc3ccc(O)c(CN4CCCC4)c23)cc1Cl	/	1%	/	-2%	1%	-1%	0%
Cc1cc(O)c(CN2CCN(c3ccc(F)cc3)CC2)c2oc(=O)cc(C)c12	0%	2%	-22%	2%	-3%	-3%	1%
O=C(NCCCN1CCN(c2cccc(Cl)c2)CC1)Nc1ccccc1C(F)(F)F	-5%	-4%	-22%	3%	-2%	-2%	?
CCC(C)n1c(=N)c(C(=O)NC2CCCCC2)cc2c(=O)n3cc(C)ccc3nc21 (stereo unspecified)	-1%	0%	-2%	1%	-2%	-4%	5%
N#CC1=C2SCN(C3CCCCC3)CN2C(=O)CC1c1c(F)cccc1Cl (stereo unspecified)	32µM*	3%	-15%	-7%	1%	-16%	10%
CC(=O)c1cccc(NC(=O)c2sc(-n3nc(C)c(CCC(C)C)c3C)nc2C)c1	8%	-10%	7%	0%	-2%	-1%	-8%
CCOc1ccccc1NC(=O)C1CCN(S(=O)(=O)c2ccccc2)CC1	?	-2%	-1%	0%	-2%	0%	0%
CCOc1ccc(CNC(=O)C2=Cc3cccc(OC)c3OC2)cc1	-2%	-3%	-3%	-2%	3%	1%	?
Cc1cc(C)nc(NS(=O)(=O)c2ccc(NC(=O)COc3ccc(C(C)(C)C)cc3)cc2)n1	5%	-6%	-8%	0%	1%	-11%	-1%
COC(=O)c1ccc(NC(=O)CC2C(=O)N(c3ccc(F)cc3)C(=O)N2Cc2ccc(OC)cc2)cc1 (stereo unspecified)	/	1%	/	0%	1%	1%	2%
CCCCN(C)CCNC(=O)c1cc(-c2cccnc2)nc2ccc(S(=O)(=O)N3CCC(C)CC3)cc12	-12%	1%	-9%	3%	-1%	-7%	-9%
CCOC(=O)C1CCN(c2ncnc3c2c(-c2ccccc2)cn3-c2cccc(C)c2)CC1	5%	-4%	?	1%	-1%	-5%	17%
CC1CCCCN1CCCNC(=O)Cn1ncc2c([nH]c3ccccc32)c1=O (stereo unspecified)	-18%	-6%	-12%	2%	0%	7%	-25%
CC(C)CCNC(=O)Cn1c(-c2cccs2)cc2cc(F)ccc21	6%	-11%	-11%	-4%	1%	0%	-11%
CN(C)c1ccc(C(CNC(=O)c2ccccc2Cl)N2CCCC2)cc1 (stereo unspecified)	-10%	-4%	4%	-2%	1%	-3%	4%
CCOc1cccc2c1N[C@@H](c1ccc(C(=O)O)cc1)[C@H]1CC=C[C@@H]21	?	-6%	28µM*	-7%	1%	-10%	3%
COc1ccc(-c2cc(C(=O)Nc3c(C)n(C)n(-c4ccccc4)c3=O)no2)cc1	/	3%	/	4%	0%	-12%	-26%
CSc1ccc(C2c3c(oc4cc(C)cc(C)c4c3=O)C(=O)N2Cc2ccco2)cc1 (stereo unspecified)	0%	-14%	-2%	7%	-1%	0%	?
Cc1ccc(NC(=O)C(=O)NCC(c2cccnc2)N2CCN(Cc3ccccc3)CC2)cc1 (stereo unspecified)	-12%	7%	-6%	2%	0%	0%	-9%
CCc1ccc(-n2nc(C)c3c(C)cc(=O)n(CC(=O)Nc4ccc(OC)c(OC)c4)c32)cc1	4%	-5%	-1%	4%	0%	0%	-8%
O=C(NCCS(=O)(=O)N1CCN(c2ccccc2)CC1)C1CC(=O)N(c2ccccc2)C1 (stereo unspecified)	4%	-3%	5%	3%	2%	-1%	-22%
CCOC(=O)c1noc2ncnc(Nc3cccc(OC)c3)c12	1%	1%	8%	-1%	-1%	-1%	-12%
CCOC(=O)C1CCC(CN(Cc2ccc(OC)cc2)S(=O)(=O)c2ccc(F)c(C(=O)Nc3ccc(C)c(C)c3)c2)CC1 (stereo unspecified)	19%	13%	-6%	3%	0%	0%	26%
COc1ccc(CNC(=O)c2ccc(CS(=O)Cc3ccccc3Cl)o2)cc1 (stereo unspecified)	-24%	-3%	-20%	3%	0%	-5%	-22%
COc1cccc(CN(C(=O)c2oc3ccccc3c2C)C2CCS(=O)(=O)C2)c1 (stereo unspecified)	-2%	-2%	-2%	8%	-1%	-8%	5%
CCOc1ccc(NC(=O)CSC2=Nc3ccccc3C3=NC(CCC(=O)NCc4ccco4)C(=O)N23)cc1 (stereo unspecified)	8%	-6%	10%	-2%	-3%	-2%	-3%
COc1ccccc1CNc1ccc(-c2nc(C)no2)cc1[N+](=O)[O-]	3%	-22%	-21%	1%	-3%	0%	?
O=C(Nc1c(C(=O)c2ccccc2)oc2ccccc12)c1cc(=O)c2ccccc2o1	2%	-5%	-6%	-3%	-1%	-10%	29%
CCc1ccc(OCC(=O)N(Cc2cccs2)c2ccc(Cl)cc2)cc1	-2%	22%	-13%	6%	-5%	-1%	18%
Cc1cccc(OCCCSc2nc(-c3ccc(C(C)(C)C)cc3)nc3cc(=O)[nH]n23)c1C	?	43%[activator]	?	0%	0%	-7%	13µM*
CCOC(=O)c1cc(-c2ccc(OC)cc2)n(CCC(=O)Nc2nc3ccc(OCC)cc3s2)c1C	?	20%	?	2%	1%	-2%	18%
CCc1ccc(OCC(=O)NC(Cc2c[nH]c3ccccc23)C(=O)O)cc1 (stereo unspecified)	5%	1%	12%	1%	1%	-4%	-20%
Cc1ccc(CNC(=O)CCS(=O)(=O)c2cc3c4c(c2)CCN4C(=O)CC3)cc1	-2%	-1%	24%	-3%	-1%	-7%	-2%
CCCOc1ccccc1C(=O)N1CCCCC1CCN1CCCCC1 (stereo unspecified)	-1%	-8%	-2%	1%	-1%	1%	-10%
CC(NC(=O)c1ccc(Cn2c(=O)c3cccn3c3cccnc32)cc1)c1ccccc1 (stereo unspecified)	?	3%	10%	1%	0%	-2%	-16%

Screens from PubChem.
